# MPTP inh: mitochondrial permeability transition pore inhibitors, primary screen, biochemical, isolated mouse mitochondria, absorbance; actives 1.4% (n = 360,000); inhibition, % at 10 µM; Ca2+ swelling absorbance, 30 min;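 active = inhibition of 50% or more, scaled per plate between neutral and stimulator controls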;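 also: 0% = DMSO wells given calcium and 100% = 1 mM EGTA wells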
# HKDC1 inhibitor: HKDC1 hexokinase inhibitors, primary screen, biochemical, fluorescence, uHTS. recombinant HKDC1, G6PDH/diaphorase resazurin coupled fluorescence. inhibition, % at 20 µM. actives 0.16% (n = 340,000). AID 493160, 2011;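 active = inhibition above about 35% when tested at 20 µM, limit read from the data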;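 also: plate controls were DMSO wells with enzyme for no effect and DMSO wells lacking enzyme for full effect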
# Target sequence (Q2TB90 whole entry, looked up): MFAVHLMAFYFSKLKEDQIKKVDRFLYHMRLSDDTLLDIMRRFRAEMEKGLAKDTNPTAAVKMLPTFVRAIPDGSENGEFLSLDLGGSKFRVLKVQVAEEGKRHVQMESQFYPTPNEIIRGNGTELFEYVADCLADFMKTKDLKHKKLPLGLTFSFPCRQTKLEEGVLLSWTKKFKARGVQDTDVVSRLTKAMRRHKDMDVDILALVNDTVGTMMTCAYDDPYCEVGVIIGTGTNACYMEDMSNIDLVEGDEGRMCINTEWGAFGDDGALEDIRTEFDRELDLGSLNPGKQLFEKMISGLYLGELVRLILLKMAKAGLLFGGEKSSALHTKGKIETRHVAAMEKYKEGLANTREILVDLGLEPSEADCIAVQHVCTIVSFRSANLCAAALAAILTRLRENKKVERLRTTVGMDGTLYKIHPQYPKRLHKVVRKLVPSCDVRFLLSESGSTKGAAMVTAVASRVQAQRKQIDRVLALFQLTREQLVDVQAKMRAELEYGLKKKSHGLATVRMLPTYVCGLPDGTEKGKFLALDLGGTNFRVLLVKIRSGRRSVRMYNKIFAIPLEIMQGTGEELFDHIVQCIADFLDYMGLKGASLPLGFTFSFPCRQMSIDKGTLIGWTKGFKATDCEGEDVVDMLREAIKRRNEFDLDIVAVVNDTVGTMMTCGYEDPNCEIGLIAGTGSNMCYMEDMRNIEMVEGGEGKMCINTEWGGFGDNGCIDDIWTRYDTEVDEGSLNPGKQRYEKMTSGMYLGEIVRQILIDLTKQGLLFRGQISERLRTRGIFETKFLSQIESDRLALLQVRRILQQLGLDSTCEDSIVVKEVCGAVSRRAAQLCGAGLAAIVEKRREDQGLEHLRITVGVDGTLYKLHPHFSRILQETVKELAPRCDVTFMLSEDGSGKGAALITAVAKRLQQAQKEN
#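 Test system: Recombinant HKDC1 (HK5) hexokinase enzyme, produced in-house | Input: HKDC1 at 5 µg/mL | Buffer or medium: Tris pH 8.0 buffer with MgCl2, Tween-20, BSA, BME | Schedule: 90 min reaction incubation at room temperature, dark | Technique: Resazurin-to-resorufin fluorescence via G6PDH and diaphorase coupling, 525/613 nm | Controls: DMSO wells with and without enzyme mix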
# SENP7 inh: SENP7 protease inhibitors, primary screen, biochemical, luminescence, uHTS | recombinant SENP7, Z-RLRGG-aminoluciferin luminescence, 40 min | AID 434973, 2010 | inhibition, % at 5 µM | Sentrin-specific protease 7 (Homo sapiens), Q9BQF6 | actives 1.5% (n = 330,000);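 active = inhibition above about 50% at the single test dose, limit read from the data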;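 also: plate controls were DMSO with enzyme for no effect and no enzyme buffer wells for full effect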
# ATG4B inhibitor: ATG4B protease inhibitors, primary screen, biochemical, fluorescence, uHTS. ATG4B cleavage of LC3-PLA2, NBD-HPC fluorescence, 1 h. inhibition, % at 8.33 µM. actives 0.51% (n = 340,000). AID 504462, 2011; in the data active = inhibition above about 40%
# SENP6 inh: SENP6 protease inhibitors, primary screen, biochemical, luminescence, uHTS. actives 1.8% (n = 330,000). Sentrin-specific protease 6 (Homo sapiens), Q9GZR1. inhibition, % at 10 µM. Recombinant SENP6 catalytic domain, aminoluciferin luminescence;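 active = inhibition above about 50% at the single tested dose, limit read from the data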;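 also: plate controls were DMSO wells with enzyme for no effect and DMSO wells lacking enzyme for full effect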
# PfG6PD inh: PfG6PD enzyme inhibitors, primary screen, biochemical, fluorescence intensity, uHTS; glucose-6-phosphate dehydrogenase-6-phosphogluconolactonase (Plasmodium falciparum 3D7); PfGluPho enzyme, NADPH resazurin-diaphorase fluorescence; inhibition, % at 20 µM; actives 0.78% (n = 350,000); AID 504690, 2011;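 active = inhibition reaching at least a set limit at 20 µM in the primary screen, cut at about 59% in these data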;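 also: 0% = DMSO wells with substrate and 100% = DMSO wells lacking glucose-6-phosphate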
# GRIN3A LBD mod: binders of NR3A ligand-binding domain, primary screen, biophysical, differential scanning fluorimetry, uHTS; NR3A LBD differential scanning fluorimetry, Tm shift; 0% = protein alone, 100% = glycine-bound protein; Glutamate receptor ionotropic, NMDA 3A (GRIN3A) ligand-binding domain; Tm shift relative to glycine control, % at 25 µM; AID 1259313, 2017; actives 2.5% (n = 340,000);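 active = melting temperature shift of at least 10% of the positive control shift, at one fixed dose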
# SENP8 block: human SENP8 protease inhibitors, primary screen, biochemical, fluorescence, Nedd8 protein substrate, uHTS | Sentrin-specific protease 8 (Homo sapiens), Q96LD8 | recombinant SENP8 | inhibition, % at 20 µM | actives 0.64% (n = 360,000); in the data active = inhibition mostly above about 40%, no sharp cut-off; inactive = mostly below about 27%
# * hit, by the source's call; · = no result given.
SMILES,MPTP inh,HKDC1 inhibitor,SENP7 inh,ATG4B inhibitor,SENP6 inh,PfG6PD inh,GRIN3A LBD mod,SENP8 block
O=C1CCCN1CC(O)CS(=O)(=O)c1ccccc1 (centres undefined),-0.7,-9,0,-5,4,6,0,13
CC(C)(C)c1cc(=O)n(-c2ccccc2)[nH]1,-0.1,10,·,9,·,42,0,87*
CC(=O)Nc1ccc(NC(=O)CSc2nnc(NC(=O)C3CC3)s2)cc1,-1.2,-1,-5,7,-7,-16,3,11
O=C(Nc1ccc2nsnc2c1)C1CC1,-1.3,-4,-4,4,-9,-2,-1,-357
C=C(C)c1cccc(C(C)(C)NC(=O)Nc2ccc(C)cn2)c1,22,-3,-5,-5,-6,11,-6,14
COc1cccc(Nc2ncccc2C(=O)O)c1,-0.4,10,13,13,16,-26,1,8
O=C(CCn1c(=O)c2sccc2n(CC(=O)NCc2ccco2)c1=O)NCc1ccccc1,-0.5,6,4,15,-13,-12,-1,3
CCCOc1ncnc2c1sc1nc3c(cc12)COC(C)(C)C3,0.7,18,8,-1,-12,-13,0,-29
O=C(CN(c1ccccc1F)S(=O)(=O)c1ccccc1)N1CCCCCC1,-0.3,-1,-14,-9,-13,4,1,1
Cn1cc(C(=O)N2CCCCC2)c(=O)c2cc(S(=O)(=O)N3CCCC3)ccc21,-1.8,-4,-5,-4,-4,-1,-3,15
CN1C(=O)c2ccc(C(=O)Nc3ccccc3O)cc2C1=O,5.3,-1,8,-1,21,14,-7,21
CN1CCN(NC(=O)CN2C(=O)/C(=C/c3ccccc3Cl)SC2=S)CC1,-0.6,-22,4,1,-12,-15,-2,27

# Some of these compounds in order of their number in ATG4B inhibitor, low to high.
smiles	MPTP inh	HKDC1 inhibitor	SENP7 inh	ATG4B inhibitor	SENP6 inh	PfG6PD inh	GRIN3A LBD mod
O=C(CN(c1ccccc1F)S(=O)(=O)c1ccccc1)N1CCCCCC1	-0.3	-1	-14	-9	-13	4	1
O=C1CCCN1CC(O)CS(=O)(=O)c1ccccc1 (centres undefined)	-0.7	-9	0	-5	4	6	0
CC(C)(C)c1cc(=O)n(-c2ccccc2)[nH]1	-0.1	10	·	9	·	42	0

# Next section
SMILES,MPTP inh,HKDC1 inhibitor,SENP7 inh,ATG4B inhibitor,SENP6 inh,PfG6PD inh,GRIN3A LBD mod,SENP8 block
Cc1ccc(-n2nnnc2SCC(=O)Nc2ccc(N3CCN(C)CC3)cc2)c(C)c1,-0.8,-6,-4,-5,4,-3,-2,1
CCCOc1ccc(C(=O)NC(=S)NCc2cccnc2)cc1,0.1,7,-4,-7,-6,7,-1,12
CC(=O)NC(CC(=O)N1CCCC1)c1ccccc1 (centres undefined),-1.4,-6,-11,-3,-11,12,0,2
COc1ccc(-c2nc(-c3ccc(Br)o3)no2)cc1,1.0,-4,70*,-6,49,-1,0,4
CC(C)(C)n1nnnc1C(c1cccnc1)N1CCN(c2cccc(C(F)(F)F)c2)CC1 (centres undefined),-1.4,1,1,-1,-4,-8,0,16
O=C(O)C1C2CCC(C2)C1C(=O)NCc1ccccn1 (centres undefined),-4.6,7,-5,1,-14,-16,0,33
CC(C)(C)c1[nH]nc2c1C(C1C=CCCC1)C(C#N)=C(N)O2 (centres undefined),1.6,5,6,0,4,-17,2,11
C=CCOc1ccc(C2OC34CCCCC3C(C#N)(C#N)C2(C#N)C(=N)O4)cc1 (centres undefined),-1.3,5,-2,-12,1,14,0,-284
COc1ccccc1C(c1nnnn1Cc1ccccc1)N1CCN(C2CCCC2)CC1 (centres undefined),-2.4,4,7,-6,3,2,1,8
CC(=O)C(Cc1ccccc1)NC(=O)CN1CCN(Cc2ccccc2)CC1 (centres undefined),0.3,-5,-5,-7,-17,0,-2,1
O=C1CCC([N+](=O)[O-])C(c2ccc(C(F)(F)F)cc2)N1 (centres undefined),0.7,-7,-1,10,2,-4,0,28
CC(=O)c1ccc(Nc2ccc(-c3ccccc3F)nn2)cc1,-0.3,3,7,-8,-53,79*,8,-313
COc1ccc(NC(=O)c2ccc(-c3ccccc3)cc2)cc1S(=O)(=O)N1CCOCC1,6.8,-5,-4,-9,-21,-3,-27,5
CC(=O)c1cccc(NC(=O)CN2CCc3cc4c(cc3C2C)OCCCO4)c1 (centres undefined),1.9,-3,11,-6,-7,-3,-6,8
COCCCNC(=S)NNC(=O)c1ccc2c(c1)OCO2,-1.3,3,-4,-10,-20,1,0,8
CCN(C(=O)CSc1nc2cc(S(=O)(=O)N(CC)CC)ccc2n1CC)C1CCS(=O)(=O)C1 (centres undefined),1.0,-1,-6,-5,-4,12,1,9
COc1ccc(-c2c(C(=O)O)c(C(=O)O)c3n2CCC3)cc1,0.0,-4,0,-1,7,8,1,-9
COc1ccc(CCNC(=O)C(=O)NCC2CCCO2)cc1 (centres undefined),0.4,-7,4,-1,17,1,0,24
COC(=O)c1ccc(/C=N/N2CCN(Cc3ccc(C)cc3C)CC2)cc1,1.8,0,5,-1,8,-5,8,22
CCN(C(=O)COC(=O)c1cc([N+](=O)[O-])ccc1N1CCOCC1)C1CCS(=O)(=O)C1 (centres undefined),-1.3,-3,5,-18,1,-5,0,19

# Three entries picked at random from those above, as already listed:
SMILES,MPTP inh,HKDC1 inhibitor,SENP7 inh,ATG4B inhibitor,SENP6 inh,PfG6PD inh,GRIN3A LBD mod,SENP8 block
COC(=O)c1ccc(/C=N/N2CCN(Cc3ccc(C)cc3C)CC2)cc1,1.8,0,5,-1,8,-5,8,22
CCN(C(=O)COC(=O)c1cc([N+](=O)[O-])ccc1N1CCOCC1)C1CCS(=O)(=O)C1 (centres undefined),-1.3,-3,5,-18,1,-5,0,19
CC(=O)c1cccc(NC(=O)CN2CCc3cc4c(cc3C2C)OCCCO4)c1 (centres undefined),1.9,-3,11,-6,-7,-3,-6,8

# Screening results: PubChem BioAssay, Sanford-Burnham Center for Chemical Genomics
